Compound activity as filed in PubChem BioAssay.
Fam108B counter: counter-screen for RBBP9 inhibitors: inhibitors of mouse Fam108B. inhibition, % at 9.51 µM. hit rate 0.33% among 300,000. recombinant Fam108B, FP-Rh probe fluorescence polarization;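 active = inhibition above the screen mean inhibition plus 3 SD, computed separately per campaign, cut at about 18% in these data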;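 note: inhibitors lower polarization as less probe binds the enzyme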
MEX-5 binding: C. elegans MEX-5 TCR-2 RNA binding activity; MEX-5/FITC-TCR2 RNA binding, fluorescence polarization; hits give low values; hit rate 0.38% among 300,000; activity score (negative = inhibition of binding), % at 10 µM; Q9XUB2;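 active = inhibition past about -25% in most replicates, and total fluorescence under double the plate's negative control median, limit read from the data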;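 note: 0% = DMSO and -100% = 5 µM competing unlabeled TCR2 RNA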
Target sequence (Q9XUB2 whole entry, looked up): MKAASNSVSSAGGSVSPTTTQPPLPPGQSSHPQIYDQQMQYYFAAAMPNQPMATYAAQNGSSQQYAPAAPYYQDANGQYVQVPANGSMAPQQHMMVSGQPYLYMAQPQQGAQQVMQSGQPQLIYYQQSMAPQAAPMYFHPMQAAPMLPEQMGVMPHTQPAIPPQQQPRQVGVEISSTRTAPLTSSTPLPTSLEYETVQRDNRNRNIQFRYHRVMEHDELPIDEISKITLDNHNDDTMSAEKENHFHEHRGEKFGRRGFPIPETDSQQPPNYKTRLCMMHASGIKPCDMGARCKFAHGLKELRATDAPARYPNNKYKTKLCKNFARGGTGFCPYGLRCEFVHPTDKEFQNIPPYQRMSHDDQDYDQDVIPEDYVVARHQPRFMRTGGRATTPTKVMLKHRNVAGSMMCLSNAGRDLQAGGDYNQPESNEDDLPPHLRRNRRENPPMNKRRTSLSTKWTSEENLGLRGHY
Bcl-xL primary: inhibitors of human Bcl-xL | GST-Bcl-xL / FITC-Bim BH3 peptide fluorescence polarization | inhibition, % at 10.9 µM | hit rate 0.7% among 320,000 | AID 2129;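 active = inhibition above the mean of all tested compounds plus 3 SD, cutoff set per campaign, cut at about 30% in these data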;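 note: 0% = DMSO wells and 100% = unlabeled Bim-BH3 peptide competitor; inhibitors lower millipolarization by displacing the labeled peptide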
Target sequence (Q07817 whole entry, looked up): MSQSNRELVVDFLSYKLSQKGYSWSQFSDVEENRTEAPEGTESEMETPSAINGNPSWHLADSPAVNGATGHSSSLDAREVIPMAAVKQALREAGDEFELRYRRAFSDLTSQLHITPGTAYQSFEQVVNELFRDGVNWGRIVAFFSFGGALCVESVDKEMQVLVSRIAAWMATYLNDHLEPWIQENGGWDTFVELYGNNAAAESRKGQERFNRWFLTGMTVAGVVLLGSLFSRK
MCL1 BIM primary: inhibitors of human MCL1 binding to BIM-BH3 peptide; Q07820; GST-MCL1 / FITC-Bim-BH3 fluorescence polarization; inhibition, % at 10.9 µM; hit rate 0.68% among 320,000;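 active = inhibition above the mean inhibition of all tested compounds plus 3 SD, set per campaign, cut at about 40% in these data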;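 note: 0% = DMSO wells and 100% = unlabeled Bim-BH3 peptide control; higher means more loss of mP so more displacement of Bim peptide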
Target sequence (Q07820 whole entry, looked up): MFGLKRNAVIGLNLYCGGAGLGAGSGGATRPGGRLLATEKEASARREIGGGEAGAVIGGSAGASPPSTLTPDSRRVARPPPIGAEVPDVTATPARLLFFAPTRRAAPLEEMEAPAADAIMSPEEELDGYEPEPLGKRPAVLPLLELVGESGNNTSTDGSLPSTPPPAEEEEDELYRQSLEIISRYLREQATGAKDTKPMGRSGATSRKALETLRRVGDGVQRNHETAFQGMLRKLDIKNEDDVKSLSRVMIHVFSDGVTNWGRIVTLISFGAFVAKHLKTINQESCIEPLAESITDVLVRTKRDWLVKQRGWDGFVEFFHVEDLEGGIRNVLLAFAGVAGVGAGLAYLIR
PME-1 inh: PME-1 (human) inhibition. Q9Y570. recombinant PME-1, FP-Rh probe fluorescence polarization. inhibition, % at 5.9 µM. hit rate 0.53% among 320,000. AID 2130;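 active = inhibition above the campaign mean of all compounds plus 3 SD, cut at about 26% in these data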;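 note: competitive labeling of PME-1 active site by serine hydrolase directed probe; 0% = PME-1 with DMSO and 100% = wells lacking PME-1 enzyme; inhibitors block probe labeling so polarization falls and inhibition rises; many of its hits are not listed in these tables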
Efflux pump mplx: antifungal efflux pump inhibition, Nile Red retention | AID 485275 | inhibition, % at 10 µM | S. cerevisiae Candida pump triplex | hit rate 0.44% among 330,000;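 active = plate passing quality check with inhibition over a set limit, or well fluorescence over plate mean plus 4 SD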;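 note: Nile Red retained in pooled yeast measured as flow cytometry median fluorescence; 0% = buffer negative control and 100% = Enniatin B positive control; higher means more Nile Red kept so more efflux inhibition; some compounds called inactive have numbers as strong as hits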
VLA-4 inh: inhibition in a human VLA-4 binding assay; VLA-4 expressing cells, ligand binding flow cytometry; hit rate 0.2% among 330,000; inhibition, % (about 7 µM as worked out from the volumes in the protocol); AID 2557; P13612; in the data active = inhibition above about 50%
GRK2 inh: human GRK2 inhibition via aptamer displacement | bead flow cytometry, FAM-aptamer displacement from GRK2 | inhibition of aptamer binding, % at 10 µM | AID 488847 | hit rate 0.59% among 330,000 | P25098;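 active = inhibition of aptamer binding above 40%, roughly 3 SD of noise, on plates passing a quality check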;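 note: median bead fluorescence of bound FAM aptamer so fluorescent compounds give negative values; no value below 0 was filed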
GLD-1 RNA inh: GLD-1-TGE RNA interaction inhibition (C. elegans); inhibition, % at 5.96 µM; hit rate 0.44% among 320,000; Q17339; AID 2280; purified GLD-1 + fluorescein TGE RNA, fluorescence polarization;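 active = percent inhibition above a per-plate cutoff, the plate mean of test compounds plus 3 SD, cut at about 30% in these data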;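 note: 0% = DMSO wells with GLD-1 and probe and 100% = wells lacking GLD-1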
* marks the source's active call; other numbers are inactive results; . = not tested or not shown. An excerpt; count on the stated rates, not on these rows.

structure,Fam108B counter,MEX-5 binding,Bcl-xL primary,MCL1 BIM primary,PME-1 inh,Efflux pump mplx,VLA-4 inh,GRK2 inh,GLD-1 RNA inh
COc1ccc(NC(=O)N2CCN(c3cccc(C(F)(F)F)c3)CC2)cc1,2,2.3,6,-3,-5,0.1,2,0,2
COc1cc2c(cc1OC)C(c1ccccc1F)OC(=O)C2 (stereo not given),-4,-1.1,-1,5,6,0.0,13,3,0
O=C(Nc1c(C(=O)C2CC2)oc2ccccc12)c1ccc(Cl)cc1,0,4.2,1,-1,-1,0.0,4,0,0
O/N=C/c1ccnc(SCc2ccc(Cl)cc2)n1,-8,.,3,2,-15,0.0,-8,3,1
CCCCOc1ccc(C2CC(=O)N(C)C2=O)cc1 (stereo not given),-3,1.1,6,3,5,0.0,-1,0,0
CCN(CC)C(=O)CSc1nc2c(sc(=S)n2-c2ccccc2)c(=O)n1-c1ccc(OC)c(OC)c1,1,1.1,0,-1,6,0.0,-5,0,-6
CCOc1ccccc1Nc1nc2ccccc2n2cnnc12,0,1.7,-2,-1,-2,0.6,-4,0,9
Cn1c(=O)[nH]c(=O)c2c1nc(Sc1nc3ccccc3s1)n2Cc1ccccc1,4,0.9,0,2,7,-0.1,-6,1,2
Cc1ccc(C(C)C)c(OCC(O)CNC2CCCC2)c1 (stereo not given),2,1.3,6,4,1,0.0,-2,0,9
COC(=O)c1cc(S(=O)(=O)N2CCCC(C)C2)cn1C (stereo not given),-1,2.2,12,1,2,0.1,23,0,-2
CC/C(=N\NC(=O)c1ccc(CN(C)S(=O)(=O)c2ccc(C)cc2)cc1)c1ccc(OC(F)F)cc1,-5,2.7,-1,-6,-2,0.3,12,0,10
Nc1n[nH]c(-c2ccccc2)n1,0,-0.1,-4,4,3,0.0,5,0,6
CCOc1ccccc1N1CSC2=C(C#N)C(c3c(OC)ccc4ccccc34)CC(=O)N2C1 (stereo not given),7,0.8,-43,-33,-4,0.2,5,2,-4
Cc1ccnc2nc(C(=O)OCC(=O)Nc3ccc4c(c3)OCCO4)nn12,.,.,.,.,.,0.1,13,0,-3
CCOC(=O)c1c(C)n(C)c2ccc(OC)c(NC(=O)CCN3CCC(Cc4ccccc4)CC3)c12,2,1.0,-4,-15,2,0.1,15,0,1
CCCNS(=O)(=O)c1ccc(OCC(=O)N2CCC(C(=O)OCC)CC2)cc1,0,-0.3,4,2,-3,0.0,0,0,-8
CCOc1ccc(S(=O)(=O)N2CCOCC2)cc1NC(=O)CSC(=S)N1CCCC1,-1,2.7,4,2,4,-0.1,-1,0,1
COc1cccc(Oc2ccc(N/C=C/C(=O)C(C)(C)C)cc2)c1,-3,-0.4,1,1,6,0.0,12,88*,0
Cc1ccc(F)cc1NC(=O)N1CCN(C2c3ccccc3-c3ccccc32)CC1,-5,-2.2,1,3,1,0.0,-10,1,0
O=C(O)CCCNC(=O)/C=C/c1ccco1,-2,-2.4,8,12,0,0.0,12,26,5
COCCn1c(SCc2ccccc2Cl)nc2c1c(=O)[nH]c(=O)n2C,6,0.8,0,-5,-4,0.0,6,0,1
COc1ccc(NS(=O)(=O)c2cc(NC(=O)c3ccncc3)ccc2N2CCOCC2)cc1,2,0.0,-5,-18,1,0.1,.,0,3
O=[N+]([O-])c1ccccc1S(=O)(=O)NCc1cccnc1,-6,-3.5,6,1,-3,0.2,-11,3,-2
CCOC(=O)c1c(C)[nH]c(C(=O)N/N=C/c2cccc(OC)c2)c1C,0,-5.6,7,0,-6,-0.5,-14,0,-1
CCOCCCNC(=O)c1ccc(-n2c(=S)[nH]c3ccccc3c2=O)cc1,3,0.3,5,3,2,0.2,6,1,0
COCc1ccc(-c2c(-c3ccsc3)oc(=O)c3cc(OC)c(OC)cc23)cc1,.,.,.,.,.,0.8,3,7,8
O=C(NC1CC1)C1=NOC(CNc2ncc(C(F)(F)F)cc2Cl)C1 (stereo not given),2,-0.4,7,4,-2,-0.1,12,2,2
CCOC(=O)Oc1c(OC)cc(C(=O)O[C@@H]2C[C@@H]3CN4CCc5c([nH]c6cc(OC)ccc56)[C@H]4C[C@@H]3[C@H](C(=O)OC)[C@H]2OC)cc1OC,8,.,7,-34,1,0.2,-64,0,-10
O=C(Nc1ccc2oc(=O)ccc2c1)c1cccnc1,0,-0.7,-5,1,-5,0.0,-2,0,-4
CCCCC(=O)Nc1nnc(C2=COCCO2)o1,-2,-5.1,-6,-1,-4,-0.1,8,1,-2
O=C1c2ccccc2NC(c2cccc(Cl)c2)N1N=C1CCCCCC1 (stereo not given),-5,-0.9,-1,-4,3,0.1,6,0,1
O=C(Nc1ccc2[nH]ncc2c1)c1ccc(F)cc1,1,-4.1,1,4,1,-0.1,-9,1,4
C#CCOCCOCCOCCNc1nc(N2CCN(C(=O)[C@H](CCCCN)n3cc([C@@H](N)CC(N)=O)nn3)CC2)nc(N2CCN(C(=O)[C@H](CCCCN)n3cc([C@@H](N)CC(N)=O)nn3)CC2)n1,.,.,.,.,.,0.3,3,0,4
O=C(CS(=O)(=O)Cc1ccccc1)Nc1ccccc1Cl,0,0.8,2,4,3,-0.3,5,0,1
COc1ccccc1N1CCN(C(=O)CCc2c[nH]c3ccccc23)CC1,6,-0.3,1,-2,-6,0.0,15,0,-1
NC(=O)c1ccc(NC(=O)CSc2nncn2-c2ccccc2)cc1,-4,0.1,-14,-24,3,-0.1,3,0,-3
COCCN(C(=O)COC(=O)C1COc2ccccc2O1)c1c(N)n(Cc2ccccc2)c(=O)[nH]c1=O (stereo not given),0,-1.6,-3,-5,1,-0.1,-2,0,1
Cc1ccc(NC(=O)Cn2c(O)c(N=NC(=O)c3cc4ccccc4cc3O)c3ccccc32)cc1,6,.,-1,-9,-2,0.1,18,0,6
COC(=O)CCN(C(=O)c1ccc2c(c1)OCO2)c1ccccn1,4,-3.1,4,2,-4,-0.1,-10,0,0
COc1ccc(-c2cc3ccccc3cn2)cc1,.,.,2,-1,1,-0.4,-5,0,0
CCn1cnc2cc(NCc3nc4ccccc4n3C)ccc21,4,-17,2,0,7,0.0,-2,0,4
Cc1onc(-c2ccccc2Cl)c1C(=O)Nc1ccc(OCC(=O)N2CCOCC2)cc1,-1,0.5,6,3,-2,0.0,11,0,-4
CC(C)(C)OC(=O)N1CCC[C@H]1C(=O)Nc1ccc(C#N)cc1,5,-1.0,-4,1,2,0.0,3,2,5
COc1cccc(NC(=O)CN(c2ccccc2OC)S(=O)(=O)c2cccs2)c1,.,.,-8,-11,-11,-0.4,13,3,6
COc1cccc(/C=N/NC(=O)c2cc3c(OC)cccc3[nH]2)c1O,4,-3.3,-4,-5,3,0.3,18,0,-24
CCC(C)N(C(=O)CSc1nnc(NC(C)C)s1)C1CCS(=O)(=O)C1 (stereo not given),1,2.8,-3,-8,-2,0.0,-6,0,-4
CC1(CCc2ccccc2)NC(=O)N(CC(=O)Nc2ccccc2)C1=O (stereo not given),1,-2.4,9,0,-5,0.0,2,0,6
COc1ccc(CNC(=O)CN(C)S(=O)(=O)c2ccc(Br)s2)cc1,0,3.0,7,7,4,-0.2,-5,0,0
COC(=O)CP(=O)(c1ccccc1)c1ccccc1,4,0.4,32*,37,4,-0.1,-3,0,39*
CCOc1c(Br)cc(C2NS(=O)(=O)N=C3CCCCCN32)cc1OC (stereo not given),-6,-2.2,-2,-7,-14,0.1,-6,2,-4
Cc1ccccc1Nc1nc(Nc2ccccc2C)nc(SC2=NCCS2)n1,-5,1.4,9,7,-17,-0.1,11,7,4
C=CCNC(=O)/C(=C/c1ccco1)NC(=O)c1ccc(Br)o1,1,-7.5,14,6,-1,0.1,-5,0,2
CCN(C[C@H]1N[C@@](CC)(C(=O)OC)[C@H]2C(=O)N(C)C(=O)[C@@H]12)S(=O)(=O)c1ccc(C(C)(C)C)cc1,.,.,.,.,.,0.3,-10,0,2
COC(=O)c1cc(C(=O)OC)cc(N2C(=O)CC(NNC(=O)c3ccccc3Br)C2=O)c1 (stereo not given),0,0.3,2,6,-4,0.2,2,0,7
O=C(CN1CCC(n2nnc3cc(F)ccc32)CC1)NC1CCCCC1,5,0.2,0,9,5,0.0,-9,0,0
CCOC(=O)c1oc2ccccc2c1NC(=O)C1CCCCC1,3,1.7,-1,0,-5,0.1,-6,3,5
N/C(COc1ccc(Cl)cc1Cl)=N\O,1,-0.1,1,5,-5,0.1,0,1,5
Cc1nnc(SCC(=O)NNC(=O)c2ccccc2)n1Cc1ccccc1,.,.,.,.,.,0.1,4,3,2
COc1ccc(C(=O)c2oc3ccc(Br)cc3c2NC(C)=O)cc1,-5,2.8,-2,4,7,0.0,-7,1,3
O=c1[nH][nH]c(-c2ccccc2)c1C=Nc1ccc(Cl)cc1,2,1.0,3,-1,-4,-0.1,14,0,4

Next records follow:
structure,Fam108B counter,MEX-5 binding,Bcl-xL primary,MCL1 BIM primary,PME-1 inh,Efflux pump mplx,VLA-4 inh,GRK2 inh,GLD-1 RNA inh
COc1ccc2oc(C)c(NC(C)=O)c2c1,-5,-1.4,3,3,-6,-0.1,-20,5,-1
CCOc1ccc2nc(NC(=O)CN3C(=O)NC4(CCCC4)C3=O)sc2c1,-6,-1.7,-1,1,1,0.0,0,5,8
COc1cc(NC(=O)c2ccccc2Cl)c2ncccc2c1,-1,1.9,8,5,-1,-0.1,0,0,5
O=C(CSCCS(=O)(=O)c1ccc(Cl)cc1)Nc1ccccc1,1,-0.1,7,5,2,-0.1,4,0,5
CC(C)N1CCC(N2CCN(Cc3ccc4nsnc4c3)CC2CCO)CC1 (stereo not given),1,-0.3,5,2,0,-0.1,36,1,2
COCCNC(=O)c1ccccc1NC(=O)COc1ccccc1,-2,3.6,5,7,-4,0.1,-2,0,4
COc1ccccc1N(C(=O)c1snc(C(N)=O)c1N)C(C(=O)NC1CCCCC1)c1cccc(OC)c1OC (stereo not given),0,-0.9,7,8,-12,-0.1,3,5,-2
c1csc(-c2nnc(NC3CCCCC3)c3ccccc23)c1,-3,-1.5,6,8,5,-0.1,5,0,10
CN(CC(=O)Nc1ccc(F)cc1)C(=O)Cn1nnc(-c2ccccc2)n1,2,0.9,0,-7,-3,0.0,5,0,3
Cc1ccc(C)c(N2CCN(C(=O)C3CCN(S(=O)(=O)c4c(C)noc4C)CC3)CC2)c1,2,-0.7,2,2,-2,0.0,8,2,3
Clc1ccccc1N1CCN(Cc2c[nH]c3ccccc23)CC1,2,-4.0,4,1,8,0.0,8,0,7
CC1CCCCC1NC(=O)NC(=O)CCl (stereo not given),-1,1.8,11,14,-5,0.9,6,0,2
O=C(CSc1ccc(Cl)cc1)Nc1cccc(-c2nc3ccccc3[nH]2)c1,-11,-0.2,7,-7,-11,-1.7,15,0,5
C=CCN1C(=O)C(Cc2cccc(Cl)c2)S/C1=N/N=C/c1ccco1 (stereo not given),-4,0.5,2,3,-6,0.0,0,2,3
Cc1cc(C)n(C)c(=O)c1C#N,3,2.8,6,1,2,-0.3,7,2,7
Cc1cc(NC(=O)COC(=O)COc2ccc(C(=O)c3ccccc3)cc2)no1,2,0.7,9,-3,0,0.0,0,3,0
Cc1noc(C)c1S(=O)(=O)N(CC(=O)N1CCCC1)c1ccc(C(C)C)cc1,1,0.9,1,4,4,0.0,45,0,-2
